From PubChem BioAssay
RGS8-Gao reg = RGS8-Galphao binding modulators, primary screen, biochemical, multiplexed bead flow cytometry; Guanine nucleotide-binding protein G(o) subunit alpha (Homo sapiens), P09471; actives lie on both sides; response (percent of control binding), % at 10 µM; 220,000 compounds, 0.34% hits; in the data active = response below about 60% or above about 140%; inactive = in between;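 also: Galphao activated as the GDP aluminium fluoride complex binding bead-coupled RGS8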
Target sequence (P09471 whole entry, looked up): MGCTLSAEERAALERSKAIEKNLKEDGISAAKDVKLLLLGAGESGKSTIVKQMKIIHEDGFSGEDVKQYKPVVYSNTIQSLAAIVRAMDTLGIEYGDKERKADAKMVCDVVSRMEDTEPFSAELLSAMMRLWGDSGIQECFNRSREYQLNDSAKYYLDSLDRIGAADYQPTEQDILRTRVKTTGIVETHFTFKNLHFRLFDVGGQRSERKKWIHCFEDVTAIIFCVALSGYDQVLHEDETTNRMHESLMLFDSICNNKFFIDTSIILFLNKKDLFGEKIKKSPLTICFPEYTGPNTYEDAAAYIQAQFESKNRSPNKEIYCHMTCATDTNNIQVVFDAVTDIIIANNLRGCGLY
Bcl-B Bim block = inhibitors of Bim-Bcl-B binding, primary screen, biochemical, multiplexed, human Bcl-2 family; inhibition, % at 10 µM; 190,000 compounds, 0.073% hits; Bcl-2-like protein 10 (Homo sapiens), Q9HD36; bead-based flow cytometry, Bim peptide-Bcl-B binding; AID 951, 2007;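 also: 0% = tracer peptide without compound and 100% = reference inhibitor peptide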
Target sequence (Q9HD36 whole entry, looked up): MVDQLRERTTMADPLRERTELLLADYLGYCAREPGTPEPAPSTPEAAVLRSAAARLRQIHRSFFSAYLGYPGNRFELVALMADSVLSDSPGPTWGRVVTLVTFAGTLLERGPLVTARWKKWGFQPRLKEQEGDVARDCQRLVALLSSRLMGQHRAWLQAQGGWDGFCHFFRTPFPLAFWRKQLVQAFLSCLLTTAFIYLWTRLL
Bim-Bcl-XL = inhibitors of Bim-Bcl-XL binding, primary screen, biochemical, multiplexed, bead flow cytometry, human Bcl-XL | Bim peptide-Bcl-XL binding, fluorescence | inhibition, % at 10 µM | 190,000 compounds, 0.04% hits | AID 1007, 2008
GSH bead fluor = compound fluorescence on glutathione beads, profiling panel, artefact control, biophysical, 488/530 nm, flow cytometry; GSH beads flow cytometry, compound fluorescence 488/530 nm; stronger effect = higher value; fluorescence (KMESF) at 10 µM; 190,000 compounds, 0.25% hits; AID 1776, 2009; in the data active = fluorescence above about 89;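 also: glutathione beads carrying GST-tagged Bcl family fusion proteins plus one bare bead set; values are compound well signal with DMSO vehicle wells as background; inactives centre near 16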
Bim-Bcl-2 = inhibitors of Bim-Bcl-2 binding, primary screen, biochemical, multiplexed, human Bcl-2 family. Apoptosis regulator Bcl-2 (Homo sapiens), P10415. Bead-based flow cytometry, Bim peptide-Bcl-2 binding. inhibition, % at 10 µM. 190,000 compounds, 0.06% hits. AID 950, 2007; in the data active = inhibition above about 40%; inconclusive = no clear call, values can overlap the other calls;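 also: 0% = no compound wells with probe peptide and 100% = reference peptide inhibitor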
Bcl-W Bim block = inhibitors of Bim binding to Bcl-W, primary screen, biochemical, multiplexed, bead-based flow cytometry. inhibition, % at 10 µM. 190,000 compounds, 0.02% hits. Bim peptide-Bcl-W binding. Bcl-2-like protein 2 (Homo sapiens), Q92843;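 also: 0% = bound tracer without compound and 100% = peptide blocker; higher means less fluorescent Bim peptide bound to Bcl-W beads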
Target sequence (Q92843 whole entry, looked up): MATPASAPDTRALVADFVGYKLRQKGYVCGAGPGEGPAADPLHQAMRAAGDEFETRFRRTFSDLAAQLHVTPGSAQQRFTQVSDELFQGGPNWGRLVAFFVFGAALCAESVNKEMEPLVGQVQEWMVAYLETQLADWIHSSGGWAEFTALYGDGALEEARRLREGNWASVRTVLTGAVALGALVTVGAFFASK
RGS4-Gao reg = modulators of RGS4 binding to Galphao, primary screen, biochemical, multiplexed bead flow cytometry. binding response (% of control), % at 10 µM. 220,000 compounds, 0.33% hits. actives lie on both sides. Guanine nucleotide-binding protein G(o) subunit alpha (Homo sapiens), P09471; in the data active = binding response below about 49% or above about 150%; inactive = in between;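 also: fluorescent Galphao activated with aluminum fluoride binding bead-coupled RGS4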
Bfl-1 Bim block = inhibitors of Bim binding to Bfl-1, primary screen, biochemical, multiplexed, bead-based flow cytometry; Bim-Bfl-1 binding inhibition; inhibition, % at 10 µM; Bcl-2-related protein A1 (Homo sapiens), Q16548; 190,000 compounds, 0.12% hits;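 also: 0% = wells without compound plus tracer and 100% = blocker peptide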
Mcl1-Bid inh = Mcl-1/Bid binding inhibitors, primary screen, biochemical, TR-FRET, 1536-well; TR-FRET Mcl-1/Bid-Dy647 peptide binding; inhibition, % at 21.7 µM; 220,000 compounds, 0.97% hits;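 active = compounds that cut the binding signal by more than half at the single screening dose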;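 also: His-tagged Mcl-1 with europium anti-His antibody binding Bid BH3 peptide; 0% = Mcl-1 plus peptide wells and 100% = peptide-only wells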
RGS7-Gao reg = RGS7-Galphao binding modulators, primary screen, biochemical, multiplexed bead flow cytometry; Guanine nucleotide-binding protein G(o) subunit alpha (Homo sapiens), P09471; actives lie on both sides; binding response (% of control), % at 10 µM; 220,000 compounds, 0.35% hits; in the data active = binding response below about 49% or above about 150%; inconclusive = no clear call, values can overlap the other calls; inactive = in between;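 also: fluorescent Galphao held in activated GDP-AlF4 state binding bead-coupled RGS7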
Mcl-1 Bim block = inhibitors of Bim peptide binding to Mcl-1, primary screen, biochemical, bead-based flow cytometry, multiplex | Bim peptide-Mcl-1 binding | inhibition, % at 10 µM | 190,000 compounds, 0.1% hits | AID 1009, 2008;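 also: 0% = no compound tracer wells and 100% = peptide blocker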
Numbers without * were called inactive; ? = inconclusive. Rule as the data show it, unless noted: active = inhibition above about 40%.

Results follow in this order: Bcl-B Bim block	RGS4-Gao reg	RGS8-Gao reg	RGS7-Gao reg	Bim-Bcl-2	Mcl-1 Bim block	Mcl1-Bid inh	GSH bead fluor	Bcl-W Bim block	Bim-Bcl-XL	Bfl-1 Bim block
1: COc1ccc2c(c1)N(S(=O)(=O)c1ccccc1)CCC2=O
→ -1	100	111	101	0	0	10	7	-2	-2	-1
2: COC(=O)[C@@H](NC(=O)NCc1ccccc1Cl)C(C)C
→ -4	97	102	101	-4	-1	-32	9	6	-3	-9
3: CC(C)C(=O)NC(=S)N(Cc1ccccc1)Cc1ccccc1
→ -6	106	123	106	2	-3	2	7	1	-1	2
4: CCNc1nc(NCc2ccccc2)nc(SCC(N)=O)n1
→ -7	106	107	113	-4	-1	-26	20	-5	-8	-5
5: Cc1cc(C2(c3ccc(O)c(C)c3)C(=O)Nc3ccccc32)ccc1O
→ -3	96	98	96	0	-1	19	27	-1	-2	-1
6: CCC(Sc1nc(C)cc(=O)[nH]1)C(=O)Nc1sc2c(c1C#N)CCCC2 (stereo not drawn)
→ -7	105	101	102	-11	3	-5	41	2	5	-9
7: C=CCOc1ccc(CNc2ccc3[nH]c(=O)[nH]c3c2)cc1OCC
→ -9	106	109	102	5	2	-47	14	11	1	14
8: O=C(Nc1ccc(N2CCCCC2)cc1)c1ccccn1
→ 0	90	87	93	-2	-2	-15	10	3	0	5
9: O=[N+]([O-])c1cccc(-c2noc(COc3ccccc3)n2)c1
→ -3	101	101	100	-3	-2	-7	14	0	2	-1
10: CC(C)OP(=O)(OC(C)C)C1(O)C(=O)Nc2ccccc21 (stereo not drawn)
→ -11	93	96	92	-11	-4	-4	32	-1	2	-16
11: COc1ccc(-c2[nH]ncc2-c2cnc(C)s2)c(O)c1
→ -3	100	99	98	-3	4	-7	5	2	-2	-10
12: O=C(COc1cccc(-n2cnnn2)c1)NC1CCCCC1
→ -4	100	92	94	-1	0	-16	19	3	-2	-12
13: CC(C)(C)c1ccc(OCC(=O)N2CCN(C=O)CC2)cc1
→ -9	103	102	99	-10	-2	12	33	0	-13	-13
14: Cc1cc(C)c(NC(=O)Nc2ccccc2C)c(Cl)c1
→ -1	103	102	101	-3	0	31	18	-3	-1	0
15: CN(C(=O)COC(=O)c1cc([N+](=O)[O-])ccc1Sc1ccccc1)C1CCS(=O)(=O)C1 (stereo not drawn)
→ -16	108	107	103	0	-5	-14	37	-2	-5	-5
16: CCCNS(=O)(=O)c1ccc(OCC(=O)N2CCCC2)cc1
→ 0	101	103	101	0	0	-6	24	1	1	-3
17: Cc1cccc(-n2c(C)cc(/C=N/NC(N)=S)c2C)c1
→ -3	85	81	101	0	0	-68	12	-1	-3	0
18: Cc1cc(C)n2c(SCC(=O)NC3CCCCC3)nnc2n1
→ -2	100	107	102	-1	0	-7	28	0	1	-7
19: CCN(C(=O)CN1C(=S)NC(C)(C)CC1C)c1ccc(C)c(C)c1 (stereo not drawn)
→ -6	100	100	?	-1	3	-28	10	0	-2	-6
20: O=C(NCCC1=CCCCC1)c1cc(-c2ccncc2)nc2ccccc12
→ -4	96	105	105	0	-2	-6	10	-5	-7	-6
21: Cn1c(SCC(=O)Nc2ccccc2[N+](=O)[O-])nnc1C(F)(F)F
→ -3	95	98	90	-4	-2	-10	15	-2	0	-4
22: O=C(CNc1n[nH]c(=O)[nH]c1=O)N/N=C/c1cccnc1
→ -10	106	102	103	-6	0	4	11	-2	-1	-6
23: Cc1ccc(-n2nc(C)c3cc(C(=O)O)sc32)cc1
→ -7	105	100	104	-9	-1	-6	10	-1	-1	-5
24: Cc1ccc2[nH]c3c(=O)n(Cc4ccncc4)cnc3c2c1
→ -1	101	94	99	-3	0	7	12	1	-1	-4
25: Nc1nnc(CCCCc2cccs2)o1
→ -11	102	101	99	-12	-6	6	30	-5	-9	-12
26: O=c1cc(O)c2ccc(O)cc2o1
→ 2	106	100	94	0	-7	-17	20	-8	-3	2
27: CC(=O)Nc1ccccc1C(=O)C(=O)Nc1ccc(C(=O)NCC2CCCO2)cc1 (stereo not drawn)
→ -4	102	101	101	-3	-3	-1	10	-2	-1	-3
28: CC(NC(N)=O)C(=O)Nc1ccc(Cl)c(S(=O)(=O)Nc2ccc(Br)cc2)c1 (stereo not drawn)
→ -8	118	116	117	0	-1	-4	16	-3	-4	-7
29: O=C(Cn1c(-c2ccccc2Cl)nc2ccccc21)Nc1cccc(Cl)c1
→ -11	98	96	96	-8	-3	4	12	-4	-8	0
30: COCCNC(=O)CC(c1ccccc1)c1ccccc1
→ -9	78	96	96	-7	-6	3	73	-1	-13	-2
31: CCn1nc(C(=O)N[C@@H](CCSC)c2nc3ccccc3[nH]2)c2ccccc2c1=O
→ -7	104	103	100	-14	-1	-13	30	-1	2	-15
32: Cc1ccc(-n2nc(C)cc2N)c(C)c1
→ -2	101	99	?	-1	0	-59	15	1	2	-6
33: CN(C)C(=O)/C=C\c1cn(-c2ccccc2)nc1-c1ccc2c(c1)OCCO2
→ -2	95	99	?	-3	-1	-18	15	-1	0	-5
34: Cc1ccc(NCc2n[nH]c(=S)n2-c2ccccc2)cc1Cl
→ -10	100	100	100	-1	-2	-22	10	0	-4	-1
35: N#CCCn1nc(-c2ccc(Cl)cc2)cc1Nc1ccccc1NC(=O)C(F)(F)F
→ 7	104	93	95	6	4	7	10	11	8	6
36: C=CCn1c(SCC(=O)NCc2ccco2)nc2sc3c(c2c1=O)CCCC3
→ -9	107	100	101	-6	2	-4	59	3	-10	-8
37: O=C(C#Cc1cccc([N+](=O)[O-])c1)c1ccccc1
→ -9	95	94	97	-6	-6	-20	33	1	-5	-3
38: CC1(C)NC(=O)N(CC(O)COc2ccc(N3C(=O)c4ccccc4C3=O)cc2)C1=O (stereo not drawn)
→ -8	100	102	100	-12	-7	3	28	-1	-7	-17
39: Cc1ncc([N+](=O)[O-])n1CCOC(=O)c1ccc(Cl)cc1Cl
→ -7	98	97	100	-7	-3	-8	41	-1	0	-13
40: Cc1ccc(CNC(=O)NC23CC4CC(CC(C4)C2)C3)cc1
→ -10	102	104	102	-3	-4	-3	12	-4	-8	-4
41: O=C(CCc1ccccc1)NNC(=O)c1ccc(F)cc1
→ -1	105	101	102	-2	-2	-13	13	-3	0	-1
42: CCn1cc(C(=O)Nc2cccc(NC(C)=O)c2)c2cc(OC)c(OC)cc2c1=O
→ -1	101	100	96	-1	-3	-11	25	-2	0	0
43: COc1ccc(OC)c(S(=O)(=O)n2nnc3ccccc32)c1
→ -4	100	97	99	-1	-4	-1	6	-3	-2	-2
44: COc1ccc(-c2cc(-c3ccccc3)c(C#N)c(S(C)=O)n2)cc1 (stereo not drawn)
→ -8	102	102	101	-13	-4	4	24	-4	-9	-12
45: Cc1ccc(COC(=O)c2nn(-c3ccccc3)nc2N)cc1
→ 0	105	100	102	-3	0	2	9	0	-1	-3
46: Cc1ccc(NC(=O)CN(C)S(=O)(=O)c2cccc3nsnc23)cc1Cl
→ -9	105	102	105	-15	-4	-20	26	-3	-8	-21
47: Cc1nn(CC(=O)NNC(=S)Nc2ccccc2)c(C)c1[N+](=O)[O-]
→ -29	103	105	101	-13	-5	-50	35	-2	-1	-8
48: CC(NC(=O)C1CCN(c2nnc(-n3cccc3)s2)CC1)C12CC3CC(CC(C3)C1)C2 (stereo not drawn)
→ -3	101	102	97	-5	-4	-64	9	-5	-3	-4
49: CCOc1cc(CNCCO)cc(Br)c1OCc1ccc(Cl)cc1
→ -3	101	105	107	0	-4	8	21	-1	-1	-1
50: CC(=O)CSc1nnc(-c2ccc3c(c2)OCO3)o1
→ 2	91	78	95	6	3	0	19	1	0	2
51: CCc1ccccc1NC(=O)N[C@@H](C)C(=O)OC
→ 0	105	102	101	1	0	-6	23	0	-1	-1
52: O=C(CCSCc1ccccc1F)NCc1cccnc1
→ -1	100	98	96	-3	-1	-13	22	3	-1	-4
53: O=c1c(F)cn(C2CCCO2)c(=O)n1Cc1c(Cl)cccc1Cl (stereo not drawn)
→ -10	104	101	106	-4	-3	-12	34	4	-6	-14
